Screening data as filed in PubChem.
USP2a block: blocks human ubiquitin-specific protease USP2a | hit rate 0.01% among 330,000 | O75604 | Potency, µM (highest dose often 38.3 µM), for the others: at the top dose activity change, negative = inhibition, hits mostly inhibitors | USP2 core, Ub-CHOP2 coupled fluorogenic reporter, 485/531;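 also: potency is read from the fitted curve at half-maximal effect; plate controls were DMSO wells for no effect and full inhibition by NEM control for full effect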
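Deubiquitinase activity read as fluorescence (485/531 nm) after Ub-CHOP2 cleavage activates the enterokinase reporter on its substrate; USP2 core 10nM, Ub-CHOP2 and substrate 25nM each, 30min compound preincubation then 60min RT; data normalized to NEM, curves fitted.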
Eya2 phos inh: blocks the phosphatase activity of human Eya2 | recombinant Eya2, OMFP fluorescence dephosphorylation (OMFP is methylfluorescein phosphate) | Potency, µM (series often up to 76.9 µM), for inactives: top-dose activity, negative = inhibition, usual class: inhibitors | hit rate 0.006% among 330,000; also: potency is read from the fitted curve at half-maximal effect; % is scaled to controls: 0 for no effect and ±100 for the full control effect
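Eya2 (0.2 uM) preincubated 10 min at ambient with compound, then OMFP substrate added at 50 uM; 10 min reaction in 50 mM HEPES pH 7.5, 50 mM NaCl, 5 uM MgCl2, 0.05% BSA, 1 mM DTT. Fluorescence read at Ex 485/Em 525 nm.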
TCR activator: activates T cell receptor signaling. primary human leukocytes, anti-CD3, IL-2 HTRF, 48 h. Potency, µM (series often up to 9.22 µM), without a hit: at the top dose activation of IL-2 secretion, usual class: activators. 330,000 tested, under 10 active. AID 504894; also: % of control where 0% means no effect
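Primary human leukocytes incubated 48 hr with anti-CD3 beads plus compound, without co-stimulation. Secreted IL-2 measured by HTRF (europium cryptate/d2 anti-IL-2 pair, 320 nm excitation, 665 nm emission).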
TSHR antag: blocks TSH signaling through the human TSH receptor; hit rate 0.2% among 330,000; activity change, negative = inhibition, % at 11.5 µM; AID 504810; TSHR-expressing cells, TSH-stimulated cAMP HTRF, 2 h; hits give low values;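 active = activity change below a set negative limit, meaning inhibition stronger than a set level, cut at about -70% in these data; inconclusive = activity change between two set negative limits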; also: % is scaled to controls: 0 for no effect and ±100 for the full control effect
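Read-out is FRET at 665 nm (cryptate excitation 337 nm) from a cryptate-tagged anti-cAMP antibody, competed by cell cAMP against cAMP-d2. Compounds are tested on freshly harvested TSHR cells challenged with 4nM TSH (EC80) for 2 hours at 37 deg C.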
ELG1 repair inh: ELG1-dependent DNA repair inhibition | HEK293T ELG1-luciferase reporter, luminescence, 16 h; DNA damage induced by 5-fluorouridine | Potency, µM (titrated, usually from 46.1 µM), inactives show top-dose activity change, negative = inhibition, usual class: inhibitors | hit rate 2.3% among 330,000; also: potency is read from the fitted curve at half-maximal effect; % is scaled to controls: 0 for no effect and ±100 for the full control effect; nearly all actives have a fitted effect of over 55% in size
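Quantitative HTS, concentration-response format. 2,000 cells/well co-treated with 5-fluorouridine and compound, 16 hr in 5% CO2 at 37 °C; ONE-Glo luminescence read after 30 min.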
AT treatment: potential ataxia-telangiectasia treatment; […] A-T fibroblasts, KAP-1 phosphorylation AlphaLISA; neocarzinostatin DNA damage 30 min before lysis; Potency, µM (doses to about 57.5 µM), inactives show at the highest dose activation, usual class: activators; hit rate 0.19% among 320,000; also: potency is read from the fitted curve at half-maximal effect; % of control where 0% means no effect; nearly all actives have a fitted effect of over 45% in size
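hTERT-immortalized A-T patient fibroblasts ([…]), 500 cells/well in OPTI-MEM, 1% FBS, got compounds for 60 min, then NCS for 30 min at 37C. Lysates were then assayed for phospho-KAP-1 by AlphaLISA (anti-pKAP1 donor, anti-KAP1 acceptor beads), 6 hr at 25C.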
hERG WT inh: inhibitors of human wildtype KCNH2 potassium channel; Q12809; U2OS, BacMam KCNH2, thallium flux FluxOr; hits give low values; activity change, % at 1.84 µM; hit rate 0.37% among 340,000; AID 720551;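 active = maximum activity change below -70%; inconclusive = maximum activity change between -70% and -50%; inactive = maximum activity change above -50%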; also: % is scaled to controls: 0 for no effect and ±100 for the full control effect
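U2OS cells transduced with wild-type KCNH2 virus are loaded with FluxOr dye for 45 min, and thallium flux is measured in kinetic reads before and after stimulation buffer. Rate constants are normalized to DMSO controls.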
KCNH2 3.1 inh: blocks the human KCNH2 3.1 channel isoform. U2OS KCNH2 3.1, thallium flux FluxOr; hits give low values. activity change, % (tested at about 1.8 µM). AID 720553. hit rate 0.95% among 340,000;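 active = maximum activity change below -70%; inconclusive = maximum activity change from -70% to -50%; inactive = maximum activity change above -50%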;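 also: thallium influx rate constant from kinetic fluorescence after stimulation buffer; % is scaled to controls: 0 for no effect and ±100 for the full control effect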
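We transduce U2OS cells with the mutant 3.1 virus, culture them overnight, load FluxOr with Red40 quencher for 45 min, then add stimulation buffer and read kinetically for 2 min to derive a normalized rate constant.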
TRPV1 ag: activates the human vanilloid receptor TRPV1. Q8NER1. TRPV1-expressing cells, Fluo-8 calcium influx, agonist mode. activation, % at 8.33 µM. hit rate 0.19% among 320,000. AID 540275; in the data active = activation above about 80%; inconclusive = between about 30% and that limit; also: 0% is about no effect
Target sequence (Q8NER1 whole entry, looked up): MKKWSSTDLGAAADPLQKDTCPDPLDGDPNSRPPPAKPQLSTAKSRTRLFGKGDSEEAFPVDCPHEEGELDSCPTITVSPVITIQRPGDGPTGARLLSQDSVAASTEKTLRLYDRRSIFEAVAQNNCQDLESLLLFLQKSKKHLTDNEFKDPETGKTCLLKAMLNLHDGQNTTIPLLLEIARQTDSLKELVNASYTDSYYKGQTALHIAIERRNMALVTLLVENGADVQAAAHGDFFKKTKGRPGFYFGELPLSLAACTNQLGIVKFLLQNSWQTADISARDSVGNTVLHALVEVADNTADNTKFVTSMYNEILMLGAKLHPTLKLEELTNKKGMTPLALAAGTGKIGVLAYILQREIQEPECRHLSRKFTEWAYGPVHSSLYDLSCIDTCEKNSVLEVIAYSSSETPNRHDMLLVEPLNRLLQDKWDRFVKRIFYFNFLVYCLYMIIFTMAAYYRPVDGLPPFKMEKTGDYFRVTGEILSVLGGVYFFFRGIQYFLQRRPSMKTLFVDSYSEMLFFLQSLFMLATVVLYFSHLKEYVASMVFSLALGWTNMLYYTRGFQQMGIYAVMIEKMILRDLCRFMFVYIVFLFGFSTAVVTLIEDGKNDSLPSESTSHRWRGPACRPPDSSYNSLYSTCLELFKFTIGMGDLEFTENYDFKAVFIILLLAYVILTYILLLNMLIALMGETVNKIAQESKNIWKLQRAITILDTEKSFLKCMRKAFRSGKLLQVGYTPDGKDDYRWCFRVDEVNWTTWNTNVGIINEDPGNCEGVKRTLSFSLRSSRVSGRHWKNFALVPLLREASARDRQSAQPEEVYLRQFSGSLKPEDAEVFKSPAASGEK
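Fluo-8 calcium influx in TRPV1-expressing cells, kinetic read (ex 480/em 520 nm). Compound added and read 3 min for agonist activity, followed by capsaicin at EC20 final and 2 min further read for enhancement.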
Mito fusion act: blocks mitochondrial division or promotes mitochondrial fusion. AID 485298. S. cerevisiae fusion-defective mutant growth rescue, CellTiterGlo 48 h. hit rate 0.23% among 320,000. Potency, µM (series often up to 46.1 µM), inactives show at the top dose growth rescue (activation), hits mostly activators;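 also: potency is read from the fitted curve at half-maximal effect; % of control where 0% means no effect; nearly all actives have a fitted effect of over 45% in size; temperature-sensitive fusion mutants such as fzo1-1 at 37 °C on non-fermentable ethanol glycerol medium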
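Compounds are tested for their ability to restore growth of mitochondrial fusion-defective yeast strains at non-permissive 37C in YPEG medium over 48 hours. Viability is quantified by luciferase luminescence.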
* = called active by the depositor; [ ] = dose if it differs, or a comment. Unless noted, calls follow the shape of the dose curve; as a rule, active = well fitted curve in the direction sought with a large enough effect; inconclusive = small, poorly fitted or top-dose-only effect, or another doubt; inactive = no such curve, though single readings can be large; an effect the other way counts as inactive or inconclusive.

`Nc1nc(Cl)cc(Oc2ccccc2F)n1` gave USP2a block -1%, Eya2 phos inh -18%, TCR activator -1%, TSHR antag -5, ELG1 repair inh 2%, AT treatment 0%, hERG WT inh 6, KCNH2 3.1 inh -14, TRPV1 ag -1 and Mito fusion act -1%.
Screening Cc1ccc2nc(SCC(=O)NCc3ccc4c(c3)OCO4)nc(=O)n2c1 returned USP2a block -1%, Eya2 phos inh -31%, TCR activator 7%, TSHR antag 7, ELG1 repair inh 1%, AT treatment 10%, hERG WT inh -9, KCNH2 3.1 inh 10, TRPV1 ag -2 and Mito fusion act 6%.
For C=CCN1C(=O)C(O)(CC(=O)c2ccccn2)c2ccccc21 (configuration not stated) the results were USP2a block 2%, Eya2 phos inh 18%, TCR activator 2%, TSHR antag 6, ELG1 repair inh 3%, AT treatment -1%, hERG WT inh 0, KCNH2 3.1 inh 8, TRPV1 ag -2 and Mito fusion act 2%.
For Cc1cc(NC(=O)CN2CC3CC(C2)c2cccc(=O)n2C3)nc2c1c(=O)oc1ccccc12 (configuration not stated) the results were USP2a block -1%, Eya2 phos inh 24%, TSHR antag 0, ELG1 repair inh 16%, AT treatment -6%, TRPV1 ag 2 and Mito fusion act -4%.
Screening CCN(CC)c1ccc(C2N(C(=O)N3CCOCC3)CCN2S(=O)(=O)c2ccc(C)cc2)cc1 (configuration not stated) returned USP2a block -2%, Eya2 phos inh 2%, TCR activator -29%, TSHR antag 1, ELG1 repair inh 1%, AT treatment 2%, hERG WT inh -2, KCNH2 3.1 inh -5, TRPV1 ag 18 and Mito fusion act -3%.
`COc1ccc(-n2nnnc2SCC(=O)c2cc3ccccc3o2)cc1` gave USP2a block 5%, Eya2 phos inh 11%, TCR activator 17%, TSHR antag -18, ELG1 repair inh -11%, AT treatment 6%, hERG WT inh 67, KCNH2 3.1 inh -3, TRPV1 ag 8 and Mito fusion act 7%.
For CN(C)S(=O)(=O)c1ccc(C(=O)/C=C/c2cccnc2)cc1 the results were USP2a block 1%, Eya2 phos inh -6%, TCR activator 3%, TSHR antag 2, ELG1 repair inh inconclusive, AT treatment -4%, hERG WT inh -1, KCNH2 3.1 inh 15, TRPV1 ag 12 and Mito fusion act 1%.
`Cc1ccc(C(=O)OCC(=O)c2cc(C)n(CC3CCCO3)c2C)cc1` (configuration not stated) gave USP2a block -6%, Eya2 phos inh 1%, TCR activator -4%, TSHR antag 6, ELG1 repair inh inconclusive, AT treatment 3%, hERG WT inh -6, KCNH2 3.1 inh 8, TRPV1 ag inconclusive and Mito fusion act 3%.
Screening O=C(Cc1csc(-c2ccccc2)n1)NCc1ccco1 returned USP2a block 0%, Eya2 phos inh 2%, TCR activator -2%, TSHR antag 3, ELG1 repair inh inconclusive, AT treatment -18%, hERG WT inh 12, KCNH2 3.1 inh 10, TRPV1 ag 9 and Mito fusion act -8%.
Screening Cc1onc(-c2c(Cl)cccc2Cl)c1C(=O)c1ccc(F)cc1 returned USP2a block 0%, Eya2 phos inh 0%, TCR activator 2%, TSHR antag -14, ELG1 repair inh -8%, AT treatment -1%, hERG WT inh -3, KCNH2 3.1 inh -21, TRPV1 ag 2 and Mito fusion act 7%.
`O=C1C2CCCCN2C(=O)N1CCCCN1CCN(c2cccc(Br)c2)CC1` (configuration not stated) gave USP2a block 2%, Eya2 phos inh 0%, TCR activator 1%, TSHR antag -13, ELG1 repair inh -3%, AT treatment -1%, hERG WT inh 17, KCNH2 3.1 inh 3, TRPV1 ag 2 and Mito fusion act 5%.
Screening O=C(NCc1ccc(F)c(F)c1)C1CCC(=O)N(CCc2ccccc2)C1 (configuration not stated) returned USP2a block -1%, Eya2 phos inh 8%, TCR activator -1%, TSHR antag 1, ELG1 repair inh 33%, AT treatment 0%, hERG WT inh 5, KCNH2 3.1 inh 3, TRPV1 ag -1 and Mito fusion act 2%.

Overlap with the part before: 3 entries, followed by the next part.
Screening Cc1onc(-c2c(Cl)cccc2Cl)c1C(=O)c1ccc(F)cc1 returned USP2a block 0%, Eya2 phos inh 0%, TCR activator 2%, TSHR antag -14, ELG1 repair inh -8%, AT treatment -1%, hERG WT inh -3, KCNH2 3.1 inh -21, TRPV1 ag 2 and Mito fusion act 7%.
`O=C1C2CCCCN2C(=O)N1CCCCN1CCN(c2cccc(Br)c2)CC1` (configuration not stated) gave USP2a block 2%, Eya2 phos inh 0%, TCR activator 1%, TSHR antag -13, ELG1 repair inh -3%, AT treatment -1%, hERG WT inh 17, KCNH2 3.1 inh 3, TRPV1 ag 2 and Mito fusion act 5%.
Screening O=C(NCc1ccc(F)c(F)c1)C1CCC(=O)N(CCc2ccccc2)C1 (configuration not stated) returned USP2a block -1%, Eya2 phos inh 8%, TCR activator -1%, TSHR antag 1, ELG1 repair inh 33%, AT treatment 0%, hERG WT inh 5, KCNH2 3.1 inh 3, TRPV1 ag -1 and Mito fusion act 2%.
`CN1C(C(=O)Nc2cccc(O)c2)=CC(c2ccco2)=NS1(=O)=O` gave USP2a block 1%, Eya2 phos inh 11%, TCR activator -3%, TSHR antag 19, ELG1 repair inh 14%, AT treatment 0%, hERG WT inh -5, KCNH2 3.1 inh -3, TRPV1 ag 0 and Mito fusion act -1%.
O=C(N/N=C/C(Br)=C/c1ccccc1)c1ccccc1F was read as USP2a block 1%, Eya2 phos inh 0%, TCR activator 3%, TSHR antag -12, ELG1 repair inh inconclusive, AT treatment -5%, hERG WT inh -6, KCNH2 3.1 inh 11, TRPV1 ag inconclusive and Mito fusion act -8%.
COc1cccc(C(=O)OCC(=O)c2c[nH]c3ccccc23)c1OC was read as USP2a block 0%, Eya2 phos inh -7%, TCR activator 2%, TSHR antag 10, ELG1 repair inh inconclusive, AT treatment -6%, hERG WT inh -1, KCNH2 3.1 inh 0, TRPV1 ag 6 and Mito fusion act 2%.
For COc1ccc(N2CC(NC(=O)N3CCN(C(=O)c4ccco4)CC3)CC2=O)cc1OC (configuration not stated) the results were USP2a block 0%, Eya2 phos inh -8%, TCR activator 7%, TSHR antag 6, ELG1 repair inh inconclusive, AT treatment 13%, hERG WT inh 6, KCNH2 3.1 inh -19, TRPV1 ag -2 and Mito fusion act -5%.
COc1cc(NC(=O)c2ccco2)ccc1NC(=O)c1ccccc1Cl was read as USP2a block -1%, Eya2 phos inh -31%, TCR activator 1%, TSHR antag -4, ELG1 repair inh -4%, AT treatment -3%, hERG WT inh 2, KCNH2 3.1 inh 8, TRPV1 ag 22 and Mito fusion act 0%.
For CSc1ncc(CO)n1Cc1ccccc1 the results were USP2a block 3%, Eya2 phos inh 3%, TCR activator -3%, TSHR antag -7, ELG1 repair inh 11%, AT treatment -3%, hERG WT inh -12, KCNH2 3.1 inh 10, TRPV1 ag -2 and Mito fusion act 2%.
O=C(N/N=C/c1c(Nc2cccc(C(F)(F)F)c2)nc2ccccn2c1=O)c1ccccc1 was read as USP2a block -1%, Eya2 phos inh -10%, TSHR antag 9, ELG1 repair inh inconclusive, AT treatment -1% and Mito fusion act -2%.
For CCOC(=O)c1ccc2c(c1)C1C=CCC1C(C(=O)OCC)N2 (configuration not stated) the results were USP2a block -2%, Eya2 phos inh 4%, TCR activator 1%, TSHR antag -2, ELG1 repair inh inconclusive, AT treatment 1%, hERG WT inh 5, KCNH2 3.1 inh -10, TRPV1 ag 1 and Mito fusion act -8%.
Screening O=C(CCN1C(=O)c2ccccc2S1(=O)=O)NCc1ccccc1 returned USP2a block 4%, Eya2 phos inh -2%, TCR activator 6%, TSHR antag 4, ELG1 repair inh 12%, AT treatment 6%, hERG WT inh 0, KCNH2 3.1 inh -13, TRPV1 ag 3 and Mito fusion act 3%.
CCCCC1=CC2=C(c3ccco3)C(=O)C(C)(OC(=O)c3ccc(OC)cc3)C(=O)C2=CN1Cc1ccc(OC)cc1 (configuration not stated) was read as USP2a block -6%, Eya2 phos inh 8%, TSHR antag -8, ELG1 repair inh 2%, AT treatment inconclusive, TRPV1 ag 7 and Mito fusion act -37%[inhibitor].
Screening CC(Cc1ccccc1)NC(=O)c1ccc([N+](=O)[O-])cc1 (configuration not stated) returned USP2a block 1%, Eya2 phos inh -8%, TCR activator -1%[46.1 µM], TSHR antag 4, ELG1 repair inh inconclusive, AT treatment 1%, hERG WT inh -6, KCNH2 3.1 inh 1, TRPV1 ag inconclusive and Mito fusion act -2%.
COC(=O)c1ccc(NS(=O)(=O)c2ccc(S(=O)(=O)N3CCOCC3)cc2)cc1 was read as USP2a block 2%, Eya2 phos inh -6%, TCR activator 3%, TSHR antag -13, ELG1 repair inh inconclusive, AT treatment -10%, hERG WT inh 1 and KCNH2 3.1 inh -7.

Only part of the results is shown; count on the stated rates, not on these rows.
